Assay outcomes deposited in PubChem by several laboratories.
GSK3 alpha inh: human GSK-3 alpha kinase inhibition | P49840 | ADP-Glo luminescence, 60 min | inhibition, % at 10 µM | 320,000 tested, 0.1% active | AID 2650;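 in the data active = inhibition above about 50%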;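 note: GST-tagged GSK-3 alpha with peptide substrate and 25 µM ATP; 0% = DMSO neutral wells and 100% = GW8510 positive control wells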
Target sequence (P49840 whole entry, looked up): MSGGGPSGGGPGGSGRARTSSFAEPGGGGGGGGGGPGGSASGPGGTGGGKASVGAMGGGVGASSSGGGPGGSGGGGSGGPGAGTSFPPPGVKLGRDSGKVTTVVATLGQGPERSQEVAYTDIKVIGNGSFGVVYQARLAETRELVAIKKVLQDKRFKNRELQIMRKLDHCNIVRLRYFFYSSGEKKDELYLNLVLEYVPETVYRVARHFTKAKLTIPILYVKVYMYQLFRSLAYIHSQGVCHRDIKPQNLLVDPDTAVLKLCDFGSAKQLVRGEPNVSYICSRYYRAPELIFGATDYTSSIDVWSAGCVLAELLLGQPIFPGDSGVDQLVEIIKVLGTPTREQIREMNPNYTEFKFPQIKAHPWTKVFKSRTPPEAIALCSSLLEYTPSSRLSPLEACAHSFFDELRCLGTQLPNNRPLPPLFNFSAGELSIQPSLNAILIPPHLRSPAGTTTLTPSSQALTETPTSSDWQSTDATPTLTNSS
RGS4 inh: human RGS4 inhibition. P49798. HEK293 M3R/RGS4 inducible, Fluo-4 calcium flux; stronger effect = higher value; triggered by carbachol at its EC20. B-score at 10 µM. 310,000 tested, 0.45% active. AID 463165;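 active = B-score, a plate-corrected calcium signal, over three deviations above library mean, with baseline fluorescence within five deviations of library mean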;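 note: RGS4 expression induced by doxycycline in cells with stable M3 receptor; B-score is computed from the integrated fluorescence ratio over baseline after carbachol; higher B-score means a larger calcium signal and so more RGS4 inhibition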
KCNK3 inh: human KCNK3 channel inhibition, primary screen; CHO-KCNK3 thallium flux, FluxOR fluorescence; stronger effect = lower value; B-score at 10 µM; 340,000 tested, 0.84% active; O14649; AID 602410;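 active = B-score under library mean minus 4 SD, starting fluorescence ratio at most library mean plus 5 SD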;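 note: more negative B-score means stronger inhibition of thallium flux through KCNK3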
KCNK9 inh: inhibitors of human KCNK9 two-pore domain potassium channel. Q9NPC2. HEK293 KCNK9, FluxOR thallium flux fluorescence; stronger effect = lower value. 310,000 tested, 1.2% active. AID 488922. B-score at 10 µM;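 active = ratio B-score over 3 SD below the library mean, with starting fluorescence within 5 SD of its mean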;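 note: negative B-score means less thallium flux so channel inhibition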
KCNQ1 block: blocks the human KCNQ1 potassium channel; P51787; CHO-K1 KCNQ1, FluxOR thallium flux fluorescence; stronger effect = higher value; B-score at 10 µM; 310,000 tested, 1.3% active;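 active = compounds whose thallium flux B-score, printed positive for inhibition, exceeds three library SD while starting fluorescence stays within three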;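 note: channel opened by potassium depolarization with thallium stimulus after 20 min compound exposure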
Dyrk1A ADPGlo: blocks rat Dyrk1A kinase activity. Q63470. ADP-Glo luminescence, NFATc1 peptide. inhibition, % at 12.5 µM. 310,000 tested, 0.43% active; in the data active = inhibition above about 50%;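 note: plate controls were vehicle with enzyme for no effect and no enzyme for full effect; many of its hits are not listed in these tables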
GSK3B inh: inhibitors of human GSK3beta kinase. GST-GSK3beta kinase, ADP-Glo luminescence, 60 min; stronger effect = lower value. 300,000 tested, 0.038% active. AID 2097. P49841. activity score (negative = inhibition), % at 10 µM;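 active = more than half of replicate wells score below -50%, meaning over 50% inhibition versus plate controls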;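 note: 0% = median DMSO wells and -100% = median GW8510 positive control wells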
Target sequence (P49841 whole entry, looked up): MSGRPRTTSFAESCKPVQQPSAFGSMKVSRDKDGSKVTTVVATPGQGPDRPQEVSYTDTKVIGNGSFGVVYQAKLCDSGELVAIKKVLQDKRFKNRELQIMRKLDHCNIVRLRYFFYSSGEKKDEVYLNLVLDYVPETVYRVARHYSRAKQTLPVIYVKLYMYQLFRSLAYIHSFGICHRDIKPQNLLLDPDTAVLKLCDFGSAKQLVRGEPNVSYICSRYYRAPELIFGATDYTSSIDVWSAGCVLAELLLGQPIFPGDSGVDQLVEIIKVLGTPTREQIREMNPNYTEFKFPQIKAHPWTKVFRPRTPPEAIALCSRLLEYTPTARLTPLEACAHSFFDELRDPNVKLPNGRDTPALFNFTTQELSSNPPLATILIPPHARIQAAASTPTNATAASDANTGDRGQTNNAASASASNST
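Assay system: GST-fused GSK3beta enzyme, cell-free / Medium: Tris pH 7.5 buffer with MgCl2, DTT, BSA, heparin / Also added: peptide substrate plus 25 µM ATP (final) / Compound: 10 µM single point / Timing: kinase reaction with compound 60 min at room temperature / Detection: ADP-Glo luminescence / Benchmarks: DMSO neutral wells and GW8510 at 20 µM as positive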
KCNQ1 pot: human KCNQ1 channel potentiation or activation. CHO-K1 KCNQ1, thallium flux FluxOR fluorescence; stronger effect = higher value. B-score at 10 µM. P51787. 310,000 tested, 0.35% active;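 active = fluorescence ratio B-score, a plate-corrected score, at least three library SD, with initial intensity B-score within 5 SD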
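Schedule – 37 °C overnight plating, 90-min dark dye load, 20-min compound pretreatment · System – stable KCNQ1 CHO-K1 line · Probe or stimulus – thallium- and potassium-containing depolarizing buffer · Measured by – kinetic FluxOR fluorescence, 10 s baseline plus 110 s post-stimulus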
RGS4 pot: potentiators or activators of RGS4; 310,000 tested, 0.92% active; B-score at 10 µM; AID 463111; HEK293 M3R/inducible RGS4, carbachol calcium flux Fluo4; stronger effect = lower value;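 active = B-score of the integrated calcium signal more than 4 SD below the library mean, with starting fluorescence not abnormally high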;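 note: negative B-score means reduced calcium response which marks RGS4 activation or potentiation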
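test system = M3R-expressing HEK293 line, RGS4 induced by doxycycline | probe or stimulus = carbachol at ECmax as muscarinic agonist stimulus | timing = dye loading 30 min 37 °C, buffer rest 30 min RT | signal = calcium dye Fluo4 fluorescence | evaluation = B score from integrated fluorescence ratio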
PolyA inhibitor: inhibitors of polyadenylation in S. cerevisiae; S. cerevisiae SKY197-pL101 polyadenylation reporter, beta-gal luminescence; efflux-impaired pdr1/pdr3 knockout yeast; score 100 = 6 SD above DMSO; 300,000 tested, 0.02% active; calls only at 12 µM;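 active = lowest replicate activity score at least 50, where 100 means six control SD above control mean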;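 note: yeast exposed to compound for 9 h at 30 °C; higher score means more reporter readthrough which indicates perturbed polyadenylation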
hERG rescue: shields human hERG channel from block by proarrhythmic agents; Q12809; CHO-hERG, FluxOR thallium flux, dofetilide IC70 present; activation (rescue from dofetilide block), less the hit threshold, % at 10 µM; 310,000 tested, 0.51% active; AID 1511;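 active = activation above the mean of controls blocked by dofetilide plus 5 SD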;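 note: thallium influx through hERG after potassium depolarization seen as dye fluorescence rise; in these data hits start at about 4.7%; inactives centre near -7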
* hit, by the source's call; i = inactive; · = not tested or not shown. An excerpt, so the mix of outcomes need not match the whole.

mol	GSK3 alpha inh	RGS4 inh	KCNK3 inh	KCNK9 inh	KCNQ1 block	Dyrk1A ADPGlo	GSK3B inh	KCNQ1 pot	RGS4 pot	PolyA inhibitor	hERG rescue
O=C(O)c1cccc(NC(=S)NC(NC(=O)c2cccc([N+](=O)[O-])c2)C(Cl)(Cl)Cl)c1 (stereo not given)	1	i	i	i	i	1	3	i	i	i	-9
COc1ccc(CCNC(=O)CN2C(=O)c3ccccc3C2=O)cc1	1	i	i	i	i	-3	-5	i	i	i	-5
COC(=O)C(NS(=O)(=O)c1cccc(S(=O)(=O)NC(C(=O)OC)c2ccccc2)c1)c1ccccc1 (stereo not given)	-1	i	i	i	i	7	3	i	i	i	-3
COCCN(C(=O)CSc1nnc(C)n1Cc1ccccc1)c1c(N)n(Cc2ccccc2)c(=O)[nH]c1=O	-2	i	i	i	i	-4	0	i	i	i	-5
CCOC(=O)c1ccccc1NC1CC(=O)N(c2ccccc2C)C1=O (stereo not given)	-2	i	i	i	i	1	-3	i	i	i	-12
Oc1ccc(Nc2ncnc3c2oc2ccccc23)cc1	-1	i	i	i	i	32	-2	i	i	i	-2
Brc1ccc(C2=Nn3c(Cn4nnc5ccccc54)nnc3SC2)cc1	7	i	i	i	i	·	-3	i	i	i	-5
CCOC(=O)C1(Cc2ccccc2)CCCN(C(=O)c2ccc(-n3ccnc3)cc2)C1 (stereo not given)	1	i	i	i	i	4	3	i	i	i	-13
N#Cc1cccc(S(=O)(=O)N2CCN(c3ccnc4cc(Cl)ccc34)CC2)c1	-3	i	i	i	i	-3	-2	i	i	i	-7
COC(=O)c1ccccc1NC(=O)CN1CCC(NC(=O)c2ccc(C)cc2)CC1	3	i	i	i	i	-6	-2	i	i	i	-6
CC(=O)Nc1ccc(C(=O)N2CC(=O)NC(=O)C2)cc1	0	i	i	i	i	4	7	i	i	i	-5
CCOc1ccc(N2CC(C(=O)Nc3cc(C)on3)CC2=O)cc1 (stereo not given)	-4	i	i	i	i	4	1	i	i	i	-3
Cc1csc(NC(=O)CSc2nnc(CCNC(=O)c3cccs3)n2C)n1	-3	i	i	i	i	·	3	i	i	i	-10
O=C(CNS(=O)(=O)c1ccc(F)cc1)N1CCN(c2ccccc2)CC1	0	i	i	i	i	2	-2	i	i	i	-3
Cc1ccccc1NC(=O)c1c2c(nc3ccccc13)CCC2	-2	i	i	i	i	2	-4	i	i	i	-17

The listing continues:
mol	GSK3 alpha inh	RGS4 inh	KCNK3 inh	KCNK9 inh	KCNQ1 block	Dyrk1A ADPGlo	GSK3B inh	KCNQ1 pot	RGS4 pot	PolyA inhibitor	hERG rescue
CCOc1ccc(-n2c(SCC(=O)NCc3ccco3)nc3c([nH]c4ccccc43)c2=O)cc1	-2	i	i	i	i	3	2	i	i	i	1
NC(=O)c1c(NC(=O)Cn2nc(C(=O)O)c3ccccc3c2=O)sc2c1CCC2	0	i	i	i	i	-3	1	i	i	i	-7
Fc1ccc(/C=N/NC2=Nc3cccc4cccc2c34)cc1	-2	i	i	i	i	·	-1	i	i	i	-2
CN(C)C(CNC(=O)Cc1ccc([N+](=O)[O-])cc1)c1ccccc1 (stereo not given)	0	i	i	i	i	·	-4	i	i	·	-4
COc1ccc(-c2nc(CS(=O)CC(=O)NC3CCCCC3C)c(C)o2)cc1OC (stereo not given)	0	i	i	i	i	-2	-1	i	i	i	-7
CC(C)(C)NC(=O)Nc1ccc(F)c(Cl)c1	-3	i	i	i	i	2	0	i	i	i	-9
Cc1noc(C)c1CSc1nnc2scc(-c3ccccc3)n12	0	i	i	i	i	2	3	i	i	i	-7
COc1ccc(C(C)=O)cc1CSc1nc2nc(C)cc(C)n2n1	-1	i	i	i	i	·	1	i	i	i	-17
CCOC(=O)c1c(C)[nH]c(C(=O)COC(=O)c2ccc(N3CCCC3=O)cc2)c1C	-1	i	i	i	i	2	1	i	i	i	-5
Cc1ccc(-c2c[n+](CC(=O)N3c4ccccc4Sc4ccccc43)c3n2CCC3)cc1	6	i	i	i	i	-1	0	i	-8.9*	i	-19
O=C(O)CCCn1cc(NC(=O)COc2ccccc2F)cn1	-1	i	i	i	i	-3	-2	i	i	i	-7
CC(=O)N1N=C(c2ccc(C)o2)CC1c1ccc(Br)cc1 (stereo not given)	1	i	i	i	i	7	1	i	i	i	-16
Cc1cc(=O)n2nc(N3CCCC(C(=O)NCc4ccc(F)cc4)C3)sc2n1 (stereo not given)	-1	i	i	i	i	-1	1	i	i	i	-6
COc1ccccc1NC(=S)NC(C)=O	-1	i	i	i	i	5	-2	i	i	i	-19
CCOC(=O)Cc1csc(NC(=O)Nc2ccc(C)cc2)n1	0	i	i	i	i	-8	1	i	i	i	-12

Next section
Compound,GSK3 alpha inh,RGS4 inh,KCNK3 inh,KCNK9 inh,KCNQ1 block,Dyrk1A ADPGlo,GSK3B inh,KCNQ1 pot,RGS4 pot,PolyA inhibitor,hERG rescue
CC1=Nc2cc(C(=O)N3CCCC3)ccc2Sc2c(C)ccc(C)c21,-2,i,i,i,i,4,1,i,i,i,-7
COc1c(C)cccc1C(=O)Nc1ccc(OCC(=O)N2CCOCC2)cc1C,-2,i,i,i,i,-6,-1,i,i,i,-9
Cn1c(=O)c2c(nc(N/N=C/c3ccc(OC(=O)c4ccco4)cc3)n2Cc2ccccc2Cl)n(C)c1=O,-1,i,i,i,7*,-4,-2,i,i,i,-6
COc1ccc(CCN(C)CC(O)c2ccccc2)cc1OC (stereo not given),-4,i,i,i,i,0,5,i,i,i,-12
CCN(CC)S(=O)(=O)c1cc(NC(=O)c2ccc(Br)s2)ccc1C,-4,i,i,i,i,0,3,i,i,i,-6
CC(C)CC(=O)NC(=S)NCc1ccccc1,1,i,i,i,i,4,0,i,i,i,0
CC(C)C(=O)NC(=S)Nc1ccc(S(=O)(=O)NC(C)(C)C)cc1,-2,i,i,i,i,6,1,i,i,i,-9
CCOc1ccc(N(CC(=O)NCCSc2ccccn2)S(=O)(=O)c2ccc(Cl)cc2)cc1,-1,i,i,i,i,4,·,i,i,i,-8
CC1CCN(C(=O)Cn2nnc(-c3ccc(C(C)C)cc3)n2)CC1,-2,i,i,i,i,-6,-5,i,i,i,-7
C[n+]1ccn(CC(=O)c2ccc(Cl)cc2)c1,-6,i,i,i,i,0,1,i,i,i,2

Given with values under each structure: part of the list above.
Below each compound: GSK3 alpha inh, RGS4 inh, KCNK3 inh, KCNK9 inh, KCNQ1 block, Dyrk1A ADPGlo, GSK3B inh, KCNQ1 pot, RGS4 pot, PolyA inhibitor, hERG rescue
- C[n+]1ccn(CC(=O)c2ccc(Cl)cc2)c1
  -6, i, i, i, i, 0, 1, i, i, i, 2
- CC1CCN(C(=O)Cn2nnc(-c3ccc(C(C)C)cc3)n2)CC1
  -2, i, i, i, i, -6, -5, i, i, i, -7
- COc1c(C)cccc1C(=O)Nc1ccc(OCC(=O)N2CCOCC2)cc1C
  -2, i, i, i, i, -6, -1, i, i, i, -9
- CCOc1ccc(N(CC(=O)NCCSc2ccccn2)S(=O)(=O)c2ccc(Cl)cc2)cc1
  -1, i, i, i, i, 4, ·, i, i, i, -8
- CC(C)CC(=O)NC(=S)NCc1ccccc1
  1, i, i, i, i, 4, 0, i, i, i, 0

Following part
Compound,GSK3 alpha inh,RGS4 inh,KCNK3 inh,KCNK9 inh,KCNQ1 block,Dyrk1A ADPGlo,GSK3B inh,KCNQ1 pot,RGS4 pot,PolyA inhibitor,hERG rescue
COc1cc(Cl)ccc1OCc1cc(C(=O)NCCCN2CCCC2=O)no1,-1,i,i,i,i,-3,-3,i,i,i,-11
CC(O)CN1CCN(C(=O)CN2C(=O)NC(c3ccccc3)(c3ccccc3)C2=O)CC1 (stereo not given),-3,i,i,i,i,·,2,i,i,i,-3
COc1cccc(N(C(=O)C2CSC(=O)C2)C(C(=O)NC(C)(C)C)c2ccncc2)c1 (stereo not given),2,i,i,i,i,-1,-3,i,i,i,-4
COc1ccc(C)cc1NC(=O)CN(C)S(=O)(=O)c1cccs1,-2,i,i,i,i,8,-4,i,i,i,-6
N#Cc1ccc(NC(=O)N2CCC(c3nc4c(nnn4Cc4cccc(Cl)c4)c(=O)[nH]3)CC2)cc1,-1,i,i,i,i,-5,0,i,i,i,-10
O=C(Nc1cccc(F)c1)c1cc(S(=O)(=O)NCCC2=CCCCC2)ccc1F,-4,i,i,i,i,2,1,i,i,i,-4
COc1cc2ccc(=O)oc2c(O)c1OCC=C(C)C,-2,i,i,i,i,-5,3,i,i,i,-1
O=C(NCc1cccnc1)c1ccc(NS(=O)(=O)c2ccc(F)cc2)cc1,-1,i,i,i,i,6,-5,i,i,i,-5
COc1cc(C(=O)Nc2ccc3c(c2)Cc2cc(NC(=O)c4cc(OC)c(OC)c(OC)c4)ccc2-3)cc(OC)c1OC,·,i,i,i,i,-8,2,i,i,i,-11
O=C(Nc1cc2c(ccc3ccccc32)oc1=O)C1CCCCC1,-4,i,i,i,i,-3,1,i,i,i,-10
CCn1c(C(=O)NC2CCC(C)CC2)cc2sccc21 (stereo not given),-2,i,i,i,i,3,3,i,i,i,-11
CC1CCN(C(=O)CSc2nc3[nH]ncc3c(=O)[nH]2)CC1,0,i,i,i,i,-2,4,i,i,i,-6
